# Screens (PubChem BioAssay)
# Yeast growth tox – Compounds toxic to wild-type S. cerevisiae growth | A595 turbidity, 16 h | growth inhibition, % at 25 µM (by protocol) | 0.3% of 30,000 active | AID 685;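 active = mutant and wild-type yeast strains alike exhibit over 30% growth inhibition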;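 also: 0% = untreated cell controls and 100% = YPD media blanks without cells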
#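 System – wild-type and eIF2Bepsilon-R284H mutant S. cerevisiae, screened separately · Measured by – absorbance at 595 nm (turbidity) · Timing – 16 h compound exposure during growth at 30 °C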
# Yeast eIF2B – modulators of yeast eIF2B activity | S. cerevisiae eIF2B-epsilon R284H, GCN4-lacZ luminescence | inhibition, % at 25 µM (by protocol) | 0.91% of 27,000 active;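 active = mutant luminescence inhibited past about 50% while wild type luminescence and mutant growth stay under set limits, limit read from the data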; also: some compounds called inactive have numbers as strong as hits
#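 Times: 16 h growth with compound at 30 °C, 90 min Beta-Glo step; Assay system: yeast eIF2B-epsilon R284H mutant carrying GCN4–beta-galactosidase fusion; Measure: % inhibition of reporter signal and growth versus controls; Dosing: one concentration, 25 µM, 0.25% DMSO; Buffer or medium: YPD yeast growth medium; Measured by: Beta-Glo luminescence plus absorbance at 595 nm.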
# Yeast growth tox inhibition % – further read-out of Yeast growth tox, marked with its call; growth inhibition, %; S. cerevisiae eIF2Bepsilon-R284H mutant growth, A595 turbidity, 16 h;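 each compound tested once at 25 µM; 0% equals untreated cells and 100% equals cell-free medium blanks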
# Yeast eIF2B mutant toxicity – recorded beside Yeast eIF2B, whose call it bears; growth inhibition, %; measured here: mutant yeast growth, toxicity;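 each compound tested once at 25 µM; zero equals untreated control growth and 100 equals blank medium absorbance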
# The depositor's hits bear a star; . = not tested or not shown.
SMILES,Yeast growth tox,Yeast growth tox inhibition %,Yeast eIF2B,Yeast eIF2B mutant toxicity
Cc1ccc2[nH]c(=O)c(CN(CC3CCCO3)C(=O)c3ccncc3)cc2c1 (configuration not stated),3.8,-5.0,-5.4,-5.0
COc1ccc(N2C(=O)CC(SCC(=O)O)C2=O)cc1 (configuration not stated),21.2,36.8,37.1,36.8
COC(CNC(=O)c1ccc2c(c1)nc(C)n2-c1ccc(F)c(F)c1)OC,-11.9,9.1,6.7,9.1
Cc1nc2cc3nc(C)sc3cc2s1,-7.3,-23.8,7.1,-23.8
O=C(NCc1ccco1)C1CC(=O)N(CCc2ccccc2)C1 (configuration not stated),24.4,0.0,17.0,.
Cc1c(C(=O)NCc2ccccc2Cl)oc2c1C(=O)CCC2,11.3,14.8,15.5,14.8
Cn1c(=O)c2c(nc(NCc3ccco3)n2Cc2ccc(Cl)cc2Cl)n(C)c1=O,-9.0,5.9,16.2,5.9
CCn1c(SCC(=O)NCc2cccs2)nnc1-c1ccncc1,6.6,10.5,1.0,10.5
CCOC(=O)CSc1nc(N2CCOCC2)c2c(c1C#N)CC(C)(C)N(C)C2,-1.5,-6.7,11.5,-6.7
CCOC(=O)c1nnn(-c2nonc2N)c1CN(C)Cc1ccccc1,9.7,-10.0,8.5,-10.0
O=C(Nc1ccc(N2CCOCC2)c(Cl)c1)c1ccc(Br)o1,11.1,0.0,.,.
COc1cc(-c2cc(C(=O)N3CCN(c4ccccn4)CC3)c3ccccc3n2)cc(OC)c1OC,2.2,2.3,22.6,2.3
CCOC(=O)c1cc(OC(=O)c2ccccc2Br)n(-c2ccccc2)n1,15.4,10.3,.,.
CCOC(=O)c1cnc(SC)nc1N,14.5,18.8,21.7,18.8
CCN(CC)C(=O)C1=C(C)Nc2nc3ccccc3n2C1c1cccc(OC)c1 (configuration not stated),19.3,-2.3,.,.
CCn1c(SCC(=O)Nc2nc3ccc(OC)cc3s2)nnc1-c1ccoc1C,1.5,6.7,4.5,6.7
COc1cccc(CN(CC(=O)NCC2CCCO2)C(=O)CNS(=O)(=O)c2ccccc2)c1 (configuration not stated),4.2,26.3,41.7,26.3
CS(=O)(=O)N1CCN(C(=O)c2c(F)cccc2F)CC1,9.4,4.3,28.2,4.3
Clc1ccc2nc(CSc3nnc(-c4c[nH]c5ccccc45)o3)cn2c1,-21.2,-21.4,-26.0,-21.4
CCNC(=O)c1c(NC(=O)C2COc3ccccc3O2)sc2c1CCCC2 (configuration not stated),9.2,-57.1,8.8,-57.1
CC(=O)C1=C(O)C(=O)N(c2ccc(C)cc2)C1c1ccccn1 (configuration not stated),-1.1,15.4,1.4,15.4
COc1ccc(-c2nsc3c(N4CCCC4)ncnc23)cc1,19.3,13.3,.,.
Cc1ccc(SCc2c(-c3ccccc3)nn(C)c2Cl)cc1,13.5,8.3,17.9,8.3
Clc1ccc(/C=N/Nc2nnc(-c3ncc[nH]3)c3ccccc23)cc1,9.3,-23.8,24.4,-23.8
O=C(c1ccc(CN2CCOCC2)cc1)N1CCN(c2ccccc2F)CC1,11.9,8.3,23.1,8.3
# The listing continues:
SMILES,Yeast growth tox,Yeast growth tox inhibition %,Yeast eIF2B,Yeast eIF2B mutant toxicity
c1nnn(C23CC4CC(CC(C4)C2)C3)n1,2.9,3.6,-8.2,3.6
COC(=O)c1ccccc1NC(=O)C1CCN(S(C)(=O)=O)CC1,-6.3,3.9,6.0,3.9
CSc1n[nH]c(NCc2ccc(Cl)cc2)n1,10.6,-3.2,.,.
COC(C)(C)[C@]12CC(O)(c3ccccc3)ON1[C@H]1CCCCC1N2O (some centres not stated),26.4,18.5,16.7,18.5
O=C(COC(=O)c1ccccn1)Nc1ccccc1Cl,10.3,10.5,18.1,10.5
O=C1Nc2ccccc2C12OCC(COc1ccc(Cl)cc1)O2 (configuration not stated),24.2,14.8,.,.
CCOc1cc(-c2cn(S(=O)(=O)c3cccc4nsnc34)nc2N)cc(OCC)c1OCC,19.6,-2.7,18.3,-2.7
Cc1cc(NC(=O)c2ccc(COc3ccc(Cl)c(C)c3)o2)no1,-9.7,-22.7,-24.8,-22.7
O=C(c1cccc(S(=O)(=O)N2CCCCC2)c1)N1CCN(S(=O)(=O)c2ccc(F)cc2)CC1,-10.0,-33.3,5.5,-33.3
Cc1ccc(C)c(N(C(=O)Cn2nnc3ccccc32)C(C(=O)NCc2ccco2)c2ccncc2)c1 (configuration not stated),-3.3,-14.3,17.6,-14.3
Cc1nc(SCC(=O)N(C)C2CCCCC2)[nH]c(=O)c1Cc1ccccc1,0.0,11.3,10.9,11.3
CCc1nc(C)cn1S(=O)(=O)c1cc(Cl)c(OC)cc1Cl,3.1,-9.5,10.1,-9.5
CCOc1ccc(-n2cc(C(=O)Nc3cccc(C)n3)c3cc(OC)c(OC)cc3c2=O)cc1,-2.7,-8.8,1.2,-8.8
CCCSC1=C(C#N)C(c2ccc(OC)cc2)C2=C(CC(C)(C)CC2=O)N1 (configuration not stated),4.2,-10.0,14.4,-10.0
COc1cccc2c1OCC1COc3c(c(=O)n(C)c(=O)n3C)C21 (configuration not stated),14.8,8.3,10.4,8.3
CCCCc1c(O)nc(SCC(=O)N2CCCCC2)n(-c2ccccc2C)c1=O,16.9,-9.5,15.2,-9.5
COC(=O)c1cccc(NC(=O)Cc2ccc(OC)cc2)c1C,4.4,26.7,25.6,26.7
COc1cccc(CNc2nn[nH]n2)c1OC,3.5,0.0,20.5,.
CNc1cc([N+](=O)[O-])ccc1N/C=C/C(=O)c1cccs1,-15.0,0.0,25.1,.
COc1ccc(-c2nnn(CC(=O)N(CC(=O)NC3CCCC3)c3cccc(C)c3)n2)cc1OC,-2.0,11.1,-0.8,11.1
O=C(Nc1nccs1)c1cccc(S(=O)(=O)N2CCOCC2)c1,-11.1,-16.7,21.4,-16.7
N#Cc1nc(-c2ccc(Cl)cc2)oc1NCc1cccc2c1OCO2,-28.6,-30.0,-32.4,-30.0
COC(=O)c1ccc(NC(=O)c2cc3sccc3n2C)cc1,5.5,-4.5,7.5,-4.5
COc1ccccc1N1CCN(C/C(C)=C/c2ccccc2)CC1,14.1,17.9,15.2,17.9
COc1ccccc1NC(=O)N1CCCC(C(=O)Nc2cccc(C)c2C)C1 (configuration not stated),-6.7,11.8,14.9,11.8
# Later entries.
SMILES,Yeast growth tox,Yeast growth tox inhibition %,Yeast eIF2B,Yeast eIF2B mutant toxicity
c1cnc2c(OCc3nc4ccccc4[nH]3)cccc2c1,-3.1,12.1,36.3,12.1
CC1CN(C(=O)c2ccccc2Sc2ccccc2C#N)CC(C)O1 (configuration not stated),4.0,6.4,4.6,6.4
Cc1ccccc1NC(=O)CSCCO,1.7,0.0,35.6,.
O=C(CSc1nc2scc(-c3ccco3)c2c(=O)n1-c1ccccc1)N1CCOCC1,-6.6,10.0,-2.7,10.0
Cc1cc(C)n(-c2nc3ccccc3nc2N2CCC(C)CC2)n1,8.6,-19.1,-11.5,-19.1
Cc1ccc(C2CC(C(F)(F)F)n3nc(C(=O)NCC4CCCO4)cc3N2)cc1 (configuration not stated),2.3,0.0,13.2,.
Cc1ccc(C2(C(F)(F)F)N=C3Sc4cc(C)cc(C)c4N3C(=O)N2)cc1 (configuration not stated),9.2,-4.8,31.4,-4.8
CCCOc1ccc(C2/C(=C(/O)c3ccc(F)cc3)C(=O)C(=O)N2CCCN(C)C)cc1 (configuration not stated),-0.9,-13.6,1.2,-13.6
Cc1oc(-c2cccc(Cl)c2)nc1CN1CCCC(C(=O)NCCCN2CCOCC2)C1 (configuration not stated),-8.4,-18.2,18.9,-18.2
CCCCC(=O)Nc1ccc(NC(=O)CCCC)nc1,13.1,7.4,19.3,7.4
CC(C(=O)OCC(=O)Nc1ncc(Cl)cc1Cl)N1C(=O)c2ccccc2C1=O (configuration not stated),22.9,17.4,.,.
CC(C)C(NC(=O)C1CCCCC1)C(=O)Nc1ccccn1 (configuration not stated),-1.6,-4.5,24.0,-4.5
CC(=O)Nc1ccc(NS(=O)(=O)c2ccc3ccccc3c2)cc1,26.5,16.2,18.9,16.2
CCOC(=O)c1cccc(C(=O)OCC)n1,0.8,13.8,-17.6,13.8
CC1CCCC(N2C(=O)NC(NC(=O)c3ccco3)(C(F)(F)F)C2=O)C1C (configuration not stated),17.5,3.9,17.9,3.9
CCOCCOC(=O)C1=C(C)N(C)C(=O)NC1c1ccccc1Cl (configuration not stated),23.5,7.7,-7.7,7.7
Cc1cc(C(=O)NC(C)c2ccc3c(c2)OCO3)cs1 (configuration not stated),-1.6,11.1,.,.
CCCCCOc1ccc(C(=O)C(c2ccccc2)N2CCOCC2)cc1 (configuration not stated),-12.7,-16.7,2.4,-16.7
Cc1cc(NC(=O)CSc2nc3c(sc4ccccc43)c(=O)n2CCCN2CCOCC2)n[nH]1,12.8,4.4,.,.
CCCCN(C)C(=O)C1CCN(C/C(C)=C/c2ccccc2)CC1,28.0,-3.6,15.9,-3.6
Cc1sc(NC(=O)c2ccco2)c(C(c2cccnc2)N2CCCC2)c1C (configuration not stated),3.2,8.7,.,.

# Entries shown so far containing four or more nitrogen atoms:
SMILES,Yeast growth tox,Yeast growth tox inhibition %,Yeast eIF2B,Yeast eIF2B mutant toxicity
Cn1c(=O)c2c(nc(NCc3ccco3)n2Cc2ccc(Cl)cc2Cl)n(C)c1=O,-9.0,5.9,16.2,5.9
CCn1c(SCC(=O)NCc2cccs2)nnc1-c1ccncc1,6.6,10.5,1.0,10.5
CCOC(=O)CSc1nc(N2CCOCC2)c2c(c1C#N)CC(C)(C)N(C)C2,-1.5,-6.7,11.5,-6.7
CCOC(=O)c1nnn(-c2nonc2N)c1CN(C)Cc1ccccc1,9.7,-10.0,8.5,-10.0
COc1cc(-c2cc(C(=O)N3CCN(c4ccccn4)CC3)c3ccccc3n2)cc(OC)c1OC,2.2,2.3,22.6,2.3
CCN(CC)C(=O)C1=C(C)Nc2nc3ccccc3n2C1c1cccc(OC)c1 (configuration not stated),19.3,-2.3,.,.
CCn1c(SCC(=O)Nc2nc3ccc(OC)cc3s2)nnc1-c1ccoc1C,1.5,6.7,4.5,6.7
Clc1ccc2nc(CSc3nnc(-c4c[nH]c5ccccc45)o3)cn2c1,-21.2,-21.4,-26.0,-21.4
COc1ccc(-c2nsc3c(N4CCCC4)ncnc23)cc1,19.3,13.3,.,.
Clc1ccc(/C=N/Nc2nnc(-c3ncc[nH]3)c3ccccc23)cc1,9.3,-23.8,24.4,-23.8
c1nnn(C23CC4CC(CC(C4)C2)C3)n1,2.9,3.6,-8.2,3.6
CSc1n[nH]c(NCc2ccc(Cl)cc2)n1,10.6,-3.2,.,.
CCOc1cc(-c2cn(S(=O)(=O)c3cccc4nsnc34)nc2N)cc(OCC)c1OCC,19.6,-2.7,18.3,-2.7
Cc1ccc(C)c(N(C(=O)Cn2nnc3ccccc32)C(C(=O)NCc2ccco2)c2ccncc2)c1 (configuration not stated),-3.3,-14.3,17.6,-14.3
COc1cccc(CNc2nn[nH]n2)c1OC,3.5,0.0,20.5,.
COc1ccc(-c2nnn(CC(=O)N(CC(=O)NC3CCCC3)c3cccc(C)c3)n2)cc1OC,-2.0,11.1,-0.8,11.1
Cc1cc(C)n(-c2nc3ccccc3nc2N2CCC(C)CC2)n1,8.6,-19.1,-11.5,-19.1
Cc1ccc(C2CC(C(F)(F)F)n3nc(C(=O)NCC4CCCO4)cc3N2)cc1 (configuration not stated),2.3,0.0,13.2,.
Cc1oc(-c2cccc(Cl)c2)nc1CN1CCCC(C(=O)NCCCN2CCOCC2)C1 (configuration not stated),-8.4,-18.2,18.9,-18.2
Cc1cc(NC(=O)CSc2nc3c(sc4ccccc43)c(=O)n2CCCN2CCOCC2)n[nH]1,12.8,4.4,.,.

# A portion of the library; the hit share may differ from the screen's.
